NPC1 prom act: NPC1 promoter activation; AID 485313; hit rate 2.4% among 320,000; Huh7 NPC1 promoter luciferase reporter, 24 h; Potency, µM (series often up to 9.22 µM), without a hit: top-dose activation, hits mostly activators;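 also: % of control where 0% means no effect; nearly all actives have a fitted effect of over 60% in size; reporter is driven by a mutant NPC1 promoter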
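NPC1 promoter–luciferase Huh7 cells; 24 h compound; luminescence.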
MLL CXXC-DNA inh: blocks binding of human MLL CXXC domain to DNA. Q03164. MLL-CXXC / FITC-HOXA9 DNA fluorescence polarization. Potency, µM (doses to about 115 µM), for the others: top-dose activity change, negative = inhibition, hits mostly inhibitors. hit rate 0.037% among 290,000. AID 2662; active = well fitted inhibition curve with a large enough effect in the polarisation, with a control signal flat, not every such curve was filed as active; inconclusive = small, poorly fitted or top-dose-only effect, or effect the other way, or a change in a side signal; inactive = no such curve, though single readings can be large or run the other way; the % refers to the polarisation
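Fluorescence polarization: 7 uM MLL-CXXC (stock) preincubated 5 min with compounds, then 50 nM fluorescein-HOX-A9 DNA (stock) added; 30 min ambient. Buffer 50 mM Tris-HCl pH 7.5, 50 mM NaCl, 1 mM DTT, 0.05% BSA.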
RORg inh: ROR gamma (mouse) transcription inhibition; AID 2551; Drosophila S2 Gal4-RORgamma UAS-luciferase reporter, 20 h; Potency, µM (top dose mostly 53.6 µM), without a hit: top-dose activity change, negative = inhibition, most hits filed as inhibitors; hit rate 5.4% among 310,000; P51450; also: % is scaled to controls: 0 for no effect and ±100 for the full control effect; nearly all actives have a fitted effect of over 60% in size
Target sequence (P51450 whole entry, looked up, the tested form may be a part): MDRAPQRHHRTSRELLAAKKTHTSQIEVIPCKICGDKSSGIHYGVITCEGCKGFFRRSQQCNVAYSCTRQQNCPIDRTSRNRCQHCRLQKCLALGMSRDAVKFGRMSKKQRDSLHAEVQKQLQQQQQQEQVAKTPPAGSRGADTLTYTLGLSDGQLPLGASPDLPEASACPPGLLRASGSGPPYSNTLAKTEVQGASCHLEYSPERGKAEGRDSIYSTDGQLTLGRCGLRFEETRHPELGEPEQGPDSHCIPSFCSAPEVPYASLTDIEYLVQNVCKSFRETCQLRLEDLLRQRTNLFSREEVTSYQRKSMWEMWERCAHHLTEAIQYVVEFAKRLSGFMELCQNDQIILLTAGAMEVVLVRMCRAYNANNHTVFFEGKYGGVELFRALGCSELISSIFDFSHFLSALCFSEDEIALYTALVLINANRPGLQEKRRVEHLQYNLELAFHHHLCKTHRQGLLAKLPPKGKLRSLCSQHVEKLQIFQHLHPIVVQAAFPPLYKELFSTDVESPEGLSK
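Schneider cells (Drosophila), stable Gal4 DBD–ROR gamma + UAS-luc; 1 hr cmpd preincubation; Cu2+ induction 700 uM final; 20 hr ambient; luminescence.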
ELG1 genotoxic: induces genotoxicity in HEK293T cells with luciferase-tagged ELG1. Potency, µM (top dose mostly 46 µM), for inactives: at the highest dose activity change, positive = activation, most hits filed as activators. AID 504466. hit rate 1.3% among 330,000. HEK293T ELG1-luciferase reporter, luminescence, 16 h; also: % of control where 0% means no effect; nearly all actives have a fitted effect of over 60% in size
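HEK293T cells expressing luciferase-tagged ELG1 were treated with compound or DMSO for 16 hr at 37°C. Luciferase activity was then read after 30 min with ONE-Glo at room temperature; rising signal flags genetic stress.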
VP16 counter: counter-screen for ROR gamma inhibitors: Gal4-VP16 reporter. hit rate 3.5% among 310,000. Potency, µM (titrated, usually from 53.6 µM), inactives show top-dose activity, negative = inhibition, usual class: inhibitors. Drosophila S2 Gal4-VP16 UAS-luciferase, luminescence, 20 h. AID 2546;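 also: Gal4-VP16 expression switched on by copper sulfate through the metallothionein promoter; % is scaled to controls: 0 for no effect and ±100 for the full control effect; nearly all actives have a fitted effect of over 50% in size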
FLuc counter: firefly luciferase modulation, counter-screen for miR-21 project; Potency, µM (highest dose often 57.5 µM), without a hit: top-dose activity change, negative = inhibition, actives largely listed as inhibitors; hit rate 6.9% among 360,000; purified FLuc, Km substrates, luminescence inhibition; AID 588342; P08659;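 also: plate controls were vehicle for no effect and reference inhibitor for full effect; nearly all actives have a fitted effect of over 55% in size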
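Biochemical qHTS of compounds, final roughly 60 µM downward over six points, against 10 nM purified firefly luciferase using Km concentrations of substrates (10 uM D-luciferin, 10 uM ATP) in Tris acetate pH 7.5 buffer; luminescence output.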
BRCA1 expr act: increases BRCA1 expression. MCF7-BRCA1-FFLuc reporter, luminescence, 48 h; response scale: scaled: vehicle 0%, 10 µM genistein 100%. Potency, µM (doses to about 46.1 µM), without a hit: top-dose activation, hits mostly activators. hit rate 1.1% among 380,000. AID 624202; also: nearly all actives have a fitted effect of over 80% in size; some results filed as inactive show a strong effect at the top dose
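Reporter cells (MCF7, BRCA1 promoter-firefly luciferase) received library compounds across a concentration series for 48 h. End-point luminescence was measured and concentration-effect curves derived after normalization.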
uPA surface inh: cell surface uPA generation inhibition | AID 540303 | cell surface uPA generation assay, qHTS | hit rate 0.31% among 330,000 | Potency, µM (titrated, usually from 38.3 µM), for the others: top-dose activity change, negative = inhibition, hits mostly inhibitors; active = well fitted inhibition curve with a large enough effect; inconclusive = small, poorly fitted or top-dose-only effect; inactive = no such curve, though single readings can be large or run the other way; tested in mouse RAW 264.7 cells; also: % is scaled to controls: 0 for no effect and ±100 for the full control effect; nearly all actives have a fitted effect of over 55% in size
Rab9 prom act: activates the Rab9 promoter; hit rate 2.8% among 320,000; Huh7 Rab9 promoter-luciferase reporter, luminescence, 24 h; AID 485297; Potency, µM (highest dose often 9.22 µM), for inactives: at the top dose activation, negative = inhibition, hits mostly activators; also: % of control where 0% means no effect; nearly all actives have a fitted effect of over 60% in size
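Luminescence from Amplite-detected luciferase (10 minutes, ambient) reports Rab9 promoter activation. Before that, stable Rab9-luciferase Huh7 cells (1500/well, reduced-serum OP-MEM I plus 10% FBS) were exposed to compound for 24 hours at 37C.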
p53 reactivator: restores transcriptional activity of mutant p53 | H1299 p53-A138V BP100-luciferase reporter, luminescence, 24 h | AID 504706 | Potency, µM (titrated, usually from 92.2 µM), for inactives: top-dose activity change, positive = activation, actives largely listed as activators | hit rate 0.063% among 320,000; also: % of control where 0% means no effect; nearly all actives have a fitted effect of over 45% in size
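p53-null H1299 cells stably carrying temperature-sensitive p53-A138V and a BP100-luciferase reporter were pinned with compounds (4-point, 1:5 series) and held 24 hrs at 37 deg C. Luminescence was read 10 min after detection reagent.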
MBNL1 CUG block: inhibitors of human MBNL1 binding to CUG repeat RNA; Q9NR56; TR-FRET MBNL1-His/biotin-(CUG)12 binding, 665/545 ratio; Potency, µM (doses to about 57.5 µM), for the others: top-dose activity change, negative = inhibition, most hits filed as inhibitors; hit rate 0.036% among 280,000; AID 2675; active = well fitted inhibition curve with a large enough effect in the signal ratio, with a control signal flat, not every such curve was filed as active; inconclusive = small, poorly fitted or top-dose-only effect, or effect the other way, or a change in a side signal; inactive = no such curve, though single readings can be large or run the other way; the % refers to the signal ratio; also: % is scaled to controls: 0 for no effect and ±100 for the full control effect
Target sequence (Q9NR56 whole entry, looked up): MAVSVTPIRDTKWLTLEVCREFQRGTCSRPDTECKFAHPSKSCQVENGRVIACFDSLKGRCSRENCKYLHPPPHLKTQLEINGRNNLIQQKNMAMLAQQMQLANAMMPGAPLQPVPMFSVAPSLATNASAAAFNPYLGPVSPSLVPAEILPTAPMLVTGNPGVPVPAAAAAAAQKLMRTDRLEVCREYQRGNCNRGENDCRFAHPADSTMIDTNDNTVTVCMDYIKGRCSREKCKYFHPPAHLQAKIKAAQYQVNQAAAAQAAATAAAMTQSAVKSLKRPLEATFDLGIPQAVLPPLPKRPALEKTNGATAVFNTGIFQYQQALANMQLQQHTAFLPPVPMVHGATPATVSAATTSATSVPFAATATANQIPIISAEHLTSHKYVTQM
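TR-FRET readout: Ex 340 nm, 665/545 nm emission ratio, normalized to buffer-only (basal) and MBNL1-(CUG)12 controls. Complex of MBNL1-His with Biotin-(CUG)12, compounds 92 nM–58 uM, incubated 60 min at room temperature.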
Numbers without * were called inactive; ? = inconclusive; / = not tested or not shown; [ ] = remark or other dose. Unless noted, calls follow the shape of the dose curve; as a rule, active = well fitted curve in the direction sought with a large enough effect; inconclusive = small, poorly fitted or top-dose-only effect, or another doubt; inactive = no such curve, though single readings can be large; an effect the other way counts as inactive or inconclusive. Potency is read from the fitted curve at half-maximal effect.

SMILES	NPC1 prom act	MLL CXXC-DNA inh	RORg inh	ELG1 genotoxic	VP16 counter	FLuc counter	BRCA1 expr act	uPA surface inh	Rab9 prom act	p53 reactivator	MBNL1 CUG block
O=C(CCN1C(=O)/C(=C\c2ccccc2)SC1=S)NNC(=O)c1ccccc1O	12%	16%	41%	-3%	7%	0%	-31%	0%	-1%	3%	7%
CC(OC(=O)c1ccc(Cl)nc1)C(=O)N1CCc2ccccc21 (stereo not drawn)	0%	/	/	-3%	/	-32%	-35%	0%	1%	2%	/
CCOc1ccc2ccccc2c1/C=N/NC(=O)CNC(=O)Cc1ccccc1	0%	4%	-5%	1%	-13%	6%	5%	-18%	-10%	-3%	-5%
N#Cc1ccsc1NC(=O)CN1CCN(Cc2ccccc2)CC1	1%	37%[activator]	0%	-6%	-3%	-3%	-6%	-2%	-3%	-3%	-7%
CCc1ccc(-c2cc3c(=O)n(CC(=O)N4CCCCCC4)nc(C)n3n2)cc1	-3%	15%	2%	0%	-4%	-14%	-3%	0%	-3%	-1%	0%
COc1ccc(N(CC(=O)NCCSCc2ccco2)S(=O)(=O)c2ccccc2)cc1	-2%	1%	35%	-13%	-18%	3%	-17%	-1%	-3%	0%	6%
CCOC(=O)Cn1c(C)[n+](C)c2cc(Cl)c(Cl)cc21	-3%	0%	22%	1%	-12%	1%	-3%	6%	1%	-1%	-1%
C=CCn1c(C)nnc1SCC(=O)NC1CC1	-3%	22%	6%	2%	3%	1%	-6%	7%	4%	9%	3%
O=c1[nH]nc(-c2ccc(F)cc2)cc1Cc1ccc(F)cc1	1%	6%	18%	-1%	-4%	-3%	-10%	9%	-3%	-6%	2%
CC(C)Cc1nc(Nc2ccc(S(=O)(=O)N3CCCC3)cc2)c2nnn(Cc3ccccc3)c2n1	-7%	-5%	7%	-4%	-17%	-1%	-69%	1%	-6%	15%	-16%
CCOc1ccc(S(=O)(=O)N(C)c2ccc(OCC(=O)Nc3nccs3)cc2)cc1	-2%	-10%	29%	-13%	19%	4%	-9%	3%	-1%	-1%	-5%
CCCn1nnc(NC(=O)/C=C/c2cc(Br)ccc2OC)n1	8%	2%	-29%	10%	-1%	-1%	-41%	3%	-6%	2%	39%[activator]
COc1ccc(C(CNC(=O)C2CC(=O)N(Cc3ccccc3)C2)N2CCOCC2)cc1 (stereo not drawn)	-7%	/	/	-1%	/	3%	21%	7%	3%	11%	/
CC12CCC(=O)N1C(C(=O)Nc1ccccc1F)CS2 (stereo not drawn)	-1%	/	/	3%	/	-1%	2%	3%	-5%	-6%	/
O=[N+]([O-])c1ccc(N2CCCCCC2)c([N+](=O)[O-])c1	-3%	-1%	27%	-3%	6%[0.365 µM]	-10%	-29%	-4%	-6%	8%	?
Fc1ccccc1CSc1nnc2ccc(-c3ccncc3)nn12	10%	-3%	-16%	8%	5%	-9%	46%	-3%	1%	1%	?
CNc1nc2ccccc2n1/N=C/c1cccc(OC)c1OC	-5%	-6%	13µM*	-1%	-22%	?	-24%	/	9%	0%	16%
CCC(C(=O)NCc1ccc(F)cc1)N(Cc1ccco1)C(=O)c1snc(C(N)=O)c1N (stereo not drawn)	-4%	17%	35%	-14%	1%	1%	0%	1%	-1%	-4%	9%
Cc1cc(C)cc(C(=O)NC(=S)Nc2cccnc2)c1	2%	5%	10µM*	5%	?	?	54%	-3%	-5%	4%	0%
O=C(Cc1ccc(-n2cccc2)cc1)NCc1ccccc1Cl	-22%	6%	36%	1%	5%	-9%	-72%	-20%	-17%	8%	9%
O=c1[nH]n(-c2cccc(Cl)c2)c2ncccc12	-2%	-2%	14%	3%	-2%	?	0%	/	0%	6%	3%
COc1ccc(Oc2ccc(NC(=O)c3ccccc3C)cc2)cc1	-9%	1%	40%	-12%	0%	-17%	0%	-2%	-10%	-2%	-10%
COCC(=O)N1CCC(Oc2ccc(C(=O)NCCc3ncccc3C)cc2)CC1	-1%	5%	0%	4%	-15%	-2%	-3%	-6%	2%	22%	-1%
NC(=O)CSc1nnc(-c2ccc(S(=O)(=O)N3CCCC3)cc2)n1CC1CCCO1 (stereo not drawn)	-3%	4%	-11%	1%	-2%	7%	-6%	/	-4%	4%	-8%
O=C(O)c1ccccc1C(=O)Nc1ccc(S(=O)(=O)Nc2ccc(F)cc2)cc1	-2%	4%	2%	2%	2%	-1%	9%	3%	3%	9%	-2%
Cc1ccccc1Nc1nc(N)nc(CN(C)c2ccccc2)n1	9%	2%	3%	?	-4%	/	21%	-9%	12%	1%	-11%
O=C(NNc1ccccc1)C(=O)N1CCCCC1	-4%	-2%	-9%	1%	2%	-1%	0%	4%	-5%	1%	-4%
OCCNc1nc2ccccc2n1-c1ncnc2sc3c(c12)CCC3	1%	?	-72%	-9%	10µM*	4%	-44%	-7%	-9%	-3%	-3%
O=C(OCC(=O)N1CCOCC1)c1cnc(Cl)c(Cl)c1	-3%	/	/	1%	/	3%	-4%	-8%	-3%	17%	/
Cc1c(C=O)c2ccccn2c1C(=O)c1ccccc1	-3%	1%	0%	-10%	0%	6%	3%	-9%	-4%	-3%	13%

Another view of part of the listing above:
| Molecule | NPC1 prom act | MLL CXXC-DNA inh | RORg inh | ELG1 genotoxic | VP16 counter | FLuc counter | BRCA1 expr act | uPA surface inh | Rab9 prom act | p53 reactivator | MBNL1 CUG block |
| --- | --- | --- | --- | --- | --- | --- | --- | --- | --- | --- | --- |
| O=C(NNc1ccccc1)C(=O)N1CCCCC1 | -4% | -2% | -9% | 1% | 2% | -1% | 0% | 4% | -5% | 1% | -4% |
| OCCNc1nc2ccccc2n1-c1ncnc2sc3c(c12)CCC3 | 1% | ? | -72% | -9% | 10µM* | 4% | -44% | -7% | -9% | -3% | -3% |

Going on with the list.
SMILES	NPC1 prom act	MLL CXXC-DNA inh	RORg inh	ELG1 genotoxic	VP16 counter	FLuc counter	BRCA1 expr act	uPA surface inh	Rab9 prom act	p53 reactivator	MBNL1 CUG block
CC1CCCC(C)N1S(=O)(=O)c1ccc(NC(=O)CNCC2CCCO2)cc1 (stereo not drawn)	-5%	-2%	-5%[10 µM]	-1%	9%	0%	5%	-18%	1%	-2%	8%
CCN1CCN(c2cc(N3CCN(C(=O)c4ccco4)CC3)c3c4c(onc24)-c2ccccc2C3=O)CC1	-5%	?	-19%	-5%	-21%	?	0%	6%	-2%	-10%	?
Cc1c(NC(=O)c2ncn[nH]2)cccc1-c1nc2ccccc2s1	19%	6%	0%	1%	-4%	4.3µM*	-8%	1%	22%	21%	21%
CCOC(=O)c1c(CN2CCOCC2)n(-c2ccccc2)c2cc(Br)c(O)cc12	-4%	11%	?	-9%	-10%	1%	3%[1.84 µM]	-2%	1%	5%	-10%
C=CCNC(=O)NC(=O)COC(=O)CNS(=O)(=O)c1ccc(F)c(F)c1F	1%	-2%	-6%	-4%	-10%	-3%	14%	-6%	0%	4%	3%
NC(=O)C1CCN(C(=O)C(Cc2ccccc2)NC(=O)c2ccccc2)CC1 (stereo not drawn)	-4%	/	/	-1%	/	/	-2%	-28%	-4%	-3%	/
Cc1c(Cl)cccc1NC(=O)CSc1ccc(-c2cccnc2)nn1	-1%	-2%	1%	12%	-11%	6%	-24%	-12%	-2%	-1%	16%

Of the compounds above, six have fluorine:
SMILES	NPC1 prom act	MLL CXXC-DNA inh	RORg inh	ELG1 genotoxic	VP16 counter	FLuc counter	BRCA1 expr act	uPA surface inh	Rab9 prom act	p53 reactivator	MBNL1 CUG block
O=c1[nH]nc(-c2ccc(F)cc2)cc1Cc1ccc(F)cc1	1%	6%	18%	-1%	-4%	-3%	-10%	9%	-3%	-6%	2%
CC12CCC(=O)N1C(C(=O)Nc1ccccc1F)CS2 (stereo not drawn)	-1%	/	/	3%	/	-1%	2%	3%	-5%	-6%	/
Fc1ccccc1CSc1nnc2ccc(-c3ccncc3)nn12	10%	-3%	-16%	8%	5%	-9%	46%	-3%	1%	1%	?
CCC(C(=O)NCc1ccc(F)cc1)N(Cc1ccco1)C(=O)c1snc(C(N)=O)c1N (stereo not drawn)	-4%	17%	35%	-14%	1%	1%	0%	1%	-1%	-4%	9%
O=C(O)c1ccccc1C(=O)Nc1ccc(S(=O)(=O)Nc2ccc(F)cc2)cc1	-2%	4%	2%	2%	2%	-1%	9%	3%	3%	9%	-2%
C=CCNC(=O)NC(=O)COC(=O)CNS(=O)(=O)c1ccc(F)c(F)c1F	1%	-2%	-6%	-4%	-10%	-3%	14%	-6%	0%	4%	3%

Some of the compounds tested. The share of hits here may be higher or lower than overall.
